# Screening results deposited in PubChem by National Center for Advancing Translational Sciences (NCATS).
# D2 potentiator = positively modulates the human D2 dopamine receptor allosterically; hit rate 0.34% among 340,000; HEK293 T-REx D2, calcium flux, EC20 dopamine potentiation; potentiation, % at 10 µM; P14416;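 active = potentiation over 3 SD above the plate norm, cut at about 30% in these data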; note: 0% is about no effect
# Target sequence (P14416 whole entry, looked up): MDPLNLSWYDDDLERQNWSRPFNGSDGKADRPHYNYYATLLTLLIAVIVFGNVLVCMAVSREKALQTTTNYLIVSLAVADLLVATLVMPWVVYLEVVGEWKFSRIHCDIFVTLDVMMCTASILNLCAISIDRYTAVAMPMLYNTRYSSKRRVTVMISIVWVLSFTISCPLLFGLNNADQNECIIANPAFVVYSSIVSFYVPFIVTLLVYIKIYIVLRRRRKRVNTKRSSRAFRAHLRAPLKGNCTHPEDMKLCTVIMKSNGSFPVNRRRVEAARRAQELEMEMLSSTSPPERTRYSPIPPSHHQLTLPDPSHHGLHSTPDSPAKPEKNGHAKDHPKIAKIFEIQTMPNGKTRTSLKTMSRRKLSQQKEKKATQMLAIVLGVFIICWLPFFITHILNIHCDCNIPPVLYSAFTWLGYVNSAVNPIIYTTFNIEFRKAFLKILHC
#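 Tetracycline-induced Hek293 Trex D2 cells, force-coupled to calcium, loaded with no-wash calcium dye. Compound added with 180 s kinetic read for agonism, then EC20 dopamine and a further 180 s read for potentiation.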
# TRHR agonist = TRH receptor (human) agonism. AID 493084. activation, % at 2 µM. TRHR cells, calcium flux fluo-8, FDSS agonist mode. hit rate 0.18% among 360,000. P34981; note: 0% is about no effect
#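 In this calcium-flux screen, cells bearing human TRHR are dye-loaded with fluo-8, baselined for 10 cycles, then exposed to library compounds; positive kinetic calcium responses during the agonist phase mark hits, with TRH as control.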
# RXFP1 antag = RXFP1 (human) relaxin receptor antagonism. Q9HBX9. hit rate 0.59% among 350,000. AID 1259400. activity change, negative = inhibition, % at 57.5 µM. HEK293-RXFP1, relaxin-stimulated cAMP HTRF, 30 min; stronger effect = lower value;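 active = activity change of -60% or lower, but not beyond a set lower limit; inconclusive = change between -60% and -40%, or beyond the set limit; inactive = change above -40%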; note: % is set by controls: 0 for no effect and ±100 for the full control effect
# TRHR enhancer = allosterically enhances the human TRH receptor. P34981. TRHR cells, fluo-8 calcium fluorescence, EC20 TRH enhancement. enhancement, % at 2 µM. hit rate 0.66% among 360,000. AID 493056; in the data active = enhancement above about 30%; note: 0% is about no effect
#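 TRHR-expressing cells loaded with fluo-8 calcium dye were read kinetically (ex 480/em 530) during compound addition, then stimulated with an EC20 of TRH (10 nM final). Enhancement of the Gq-mediated intracellular calcium response was scored.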
# D2 antag = antagonizes the human D2 dopamine receptor; AID 485344; inhibition, % at 10 µM; HEK293 TREx D2 cells, calcium flux, dopamine EC80; hit rate 2% among 340,000; P14416; in the data active = inhibition above about 30%; note: 0% is about no effect
#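 Inhibition of EC80 dopamine-driven calcium flux, recorded kinetically, defines activity here; cells are a tetracycline-induced HEK293 T-REx line expressing force-coupled D2.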
# D2 agonist = agonists of human D2 dopamine receptor; HEK293 T-REx D2 cells, calcium flux agonist mode; hit rate 0.53% among 340,000; P14416; activation, % at 2 µM;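 active = activation over 3 SD above normal in the single-dose calcium agonist read, cut at about 30% in these data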; note: 0% is about no effect
#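 In this primary screen, compounds producing a positive calcium signal within 180 s of addition to tetracycline-induced, force-coupled HEK293 Trex D2 cells are flagged; cells are dye-loaded with a no-wash calcium kit beforehand.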
# D1 antag = antagonists of human D1 dopamine receptor. P21728. HEK293 TREx D1 cells, calcium flux, dopamine EC80; stronger effect = lower value. activity change, negative = inhibition, % at 10 µM. hit rate 3.2% among 360,000. AID 504652; in the data active = activity change below about -30%; note: % is set by controls: 0 for no effect and ±100 for the full control effect
# Target sequence (P21728 whole entry, looked up): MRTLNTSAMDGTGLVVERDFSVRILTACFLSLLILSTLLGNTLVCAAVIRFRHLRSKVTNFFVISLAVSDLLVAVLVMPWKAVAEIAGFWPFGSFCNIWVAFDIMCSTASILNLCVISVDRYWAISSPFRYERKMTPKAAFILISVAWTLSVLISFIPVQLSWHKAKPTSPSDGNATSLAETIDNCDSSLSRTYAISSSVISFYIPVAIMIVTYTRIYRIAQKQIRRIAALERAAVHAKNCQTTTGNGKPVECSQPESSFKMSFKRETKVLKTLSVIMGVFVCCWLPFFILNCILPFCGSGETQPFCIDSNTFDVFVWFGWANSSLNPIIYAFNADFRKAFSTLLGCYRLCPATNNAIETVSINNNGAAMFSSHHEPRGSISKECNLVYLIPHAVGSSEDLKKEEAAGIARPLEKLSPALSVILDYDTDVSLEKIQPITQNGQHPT
#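 Antagonism measured as reduced calcium response to an EC80 dopamine addition following 180 s compound pre-read; cells were inducible HEK293 Trex D1 plated overnight at 30 C, read kinetically at 1 cycle/sec.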
# D1 PAM = human D1 dopamine receptor positive modulation | HEK293 TREx D1 cells, calcium flux, dopamine EC20 potentiation | potentiation, % at 10 µM | AID 504651 | hit rate 0.036% among 360,000; in the data active = potentiation above about 30%; note: 0% is about no effect
# D1 agonist = human D1 receptor agonism | HEK293 T-REx D1 cells, calcium flux, agonist mode | hit rate 1% among 360,000 | activation, % at 2 µM; note: 0% is about no effect
#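 Tetracycline-induced HEK293 TREx D1 cells, force-coupled to calcium signalling, were dye-loaded with a no-wash calcium kit. Compound was pin-added after a 10 s baseline. Fluorescence was read kinetically at 1 cycle/s for 180 s, with calcium rises flagged as agonism.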
# * = called active by the depositor; ? = inconclusive; . = no result given; & = joins results of further samples. Cut-off read from the data, not from the text of the source, unless noted: active = activation above about 30%; inactive = the rest.
(1) Cn1ccnc1Sc1ccc(/C=N/NC(=O)c2ccccc2[N+](=O)[O-])cc1[N+](=O)[O-]
(2) CC1=CC(C)(C)N(S(=O)(=O)c2ccc(C)cc2)c2ccc(C)cc21
(3) O=C(CCc1c[nH]c2ccccc12)NCC1COc2ccccc2O1 (configuration not stated)
(4) CN1CC(=O)N(CC(=O)Nc2ccc(N3CCOCC3)cc2)C1=O
(5) CC(=O)c1ccc(OCC(=O)Nc2c(C)nn(-c3ccccc3)c2C)cc1
(6) O=C(O)CCC1(C(=O)O)OCCc2ccccc21 (configuration not stated)
(7) CC(=O)Nc1ccc(N2C(=O)c3cccc4c(O)ccc(c34)C2=O)cc1
(8) O=C(NC1CCCC1)C(c1ccc(F)cc1)N(C(=O)c1csnn1)c1ccccc1F (configuration not stated)

Assay by compound,1,2,3,4,5,6,7,8
D1 PAM,3,-2,-1,-6,-2,3,12,.
RXFP1 antag,17,16,-8,5,-17,-11,-2,-6
TRHR enhancer,-5,16,-5,0,4,-1,35*,3
D2 potentiator,-2,.,.,3,14,6,-8,-2
D1 antag,-1,-2,1,15,-1,-4,2,12
D2 agonist,-0.1,.,.,-0.3,0.6,0.7,64*,0.0
TRHR agonist,-0.4,-0.4,-0.1,0.1,-1.2,1.0,199*,-1.3
D1 agonist,0,4,1,1,-1,1,283*,3
D2 antag,-1,.,.,-9,9,-25,27,-2

(9) O=C(Nc1ccc2c(c1)OCCO2)c1ccc2nccnc2c1
(10) COc1ccc(S(=O)(=O)Nc2ccc3oc4c(c3c2)CCCC4)cc1
(11) CC(=O)Nc1ccc(S(=O)(=O)N(C)C2CCN(C)CC2)cc1
(12) COc1cccc(C(C(=O)NC2CCCCC2)N(CC2CCCO2)C(=O)CNC(=O)c2ccco2)c1 (configuration not stated)
(13) Cc1noc(N)c1C1(O)C(=O)Nc2c(Cl)cc(Cl)cc21 (configuration not stated)
(14) CCOC(=O)Cc1csc(NC(=O)c2ccc(S(=O)(=O)N3CCCC3)cc2)n1
(15) Cc1ccc(C(=O)/C=C/c2ccc(-c3ccc(C)cc3)o2)cc1
(16) C=C(C)CSC1=C(C#N)C(c2ccccc2Cl)CC(=O)N1 (configuration not stated)

Assay by compound,9,10,11,12,13,14,15,16
D1 PAM,-7,0,-2,-10,0,-5,-1,3
RXFP1 antag,12,?,3,-5,-4,-23,-31,2
TRHR enhancer,3,10,-4,-4,26,-3,-2,3
D2 potentiator,-7,4,.,-5,5,-5,-1,-9
D1 antag,7,11,-2,-20,9,-11,1,-26
D2 agonist,0.0,-0.8,.,0.8,0.7,0.3,1.9,1.3
TRHR agonist,-0.1,-0.1,0.5,-0.3,0.1,0.8,0.5,-0.1
D1 agonist,3,13,3,0,3,17,7,3
D2 antag,-3,.,.,-15,-3,-10,1,-4

# D1 agonist: entries above that show a hit
entry	Structure	D1 PAM	RXFP1 antag	TRHR enhancer	D2 potentiator	D1 antag	TRHR agonist	D1 agonist	D2 antag
7	CC(=O)Nc1ccc(N2C(=O)c3cccc4c(O)ccc(c34)C2=O)cc1	12	-2	35*	-8	2	199*	283*	27

# The list goes on:
(17) CC(C)[C@H]1C(=O)Nc2ccccc2N1C(=O)N[C@@H](Cc1ccccc1)C(=O)N[C@@H](C(=O)O)c1ccccc1
(18) O=S(=O)(NCC(c1cccnc1)N1CCc2ccccc2C1)c1ccccc1 (configuration not stated)
(19) CCCOc1cccc(C(=O)N(Cc2ccc(C)o2)C2CCS(=O)(=O)C2)c1 (configuration not stated)
(20) CC1(C)Cc2c(sc3c2c(N)nc(=S)n3Cc2ccc(Br)cc2)CO1
(21) CCC(Oc1ccccc1OC)C(=O)N1CC(=O)Nc2ccccc21 (configuration not stated)
(22) Cc1ccc(NC(=O)Cn2cnc3cc([N+](=O)[O-])ccc3c2=O)cc1
(23) CCc1cc2c(nc1CC)CCN(CC/C(C)=N/OC[C@H]1O[C@H](c3ccccc3)C=C[C@@H]1Oc1ccc(OC)cc1)C2
(24) O=C(Nc1ccc(Cl)cc1)N1CCN(c2ccc3nnc(-c4ccc(F)cc4)n3n2)CC1

Assay by compound,17,18,19,20,21,22,23,24
D1 PAM,6,0,0,3,-4,4,2,-1&-5
RXFP1 antag,.,7,0,-10,17,-18,.,6
TRHR enhancer,12,4,-4,4,21,-3,-4,-3&4
D2 potentiator,-5,-1,-9,8,-9,.,5,-16&14
D1 antag,3,3,-1,-2,5,-13,14,-7&13
D2 agonist,0.4,-0.3,-0.2,1.0,0.3,.,1.0,0.3&-0.7
TRHR agonist,0.0,-0.3,-1.0,-0.3,0.0,-0.8,1.7,0.8&-0.7
D1 agonist,1,-1,-2,1,3,1,8,5&9
D2 antag,-12,2,.,.,-11,.,7,26

(25) COC(=O)c1c(-c2cccs2)csc1NC(=O)c1cccnc1
(26) COc1ccc(-c2nnc(SCC(=O)Nc3ccc(C)cc3)n2C)cc1
(27) CC(=O)N1N=C(c2ccc(Cl)cc2)CC1c1ccc([N+](=O)[O-])cc1 (configuration not stated)
(28) COc1ccccc1N1CCN(S(=O)(=O)CCNC(=O)C2CCCC2)CC1
(29) O=C(COc1ccc(S(=O)(=O)N2CCCCC2)cc1)N1CCCC1
(30) O=C(COC(=O)C(O)c1ccccc1)NC12CC3CC(CC(C3)C1)C2 (configuration not stated)
(31) CC(CNC(=O)c1ccc(CSc2nc3ccncc3n2Cc2ccc(F)cc2)cc1)c1ccccc1 (configuration not stated)
(32) COc1ccccc1OCCCOc1c(C)cc(C)cc1Br

Assay by compound,25,26,27,28,29,30,31,32
D1 PAM,-3,0,2,-6,-3,-8,-7,-6
RXFP1 antag,-11,-4,3,-6,-19,-14,-17,-6
TRHR enhancer,6,-1,5,0,-15,3,0,-4
D2 potentiator,.,-12,-6,9,-9,11,1,0
D1 antag,-2,-90*,7,-12,-5,2,-15,9
D2 agonist,.,0.1,1.2,0.2,0.3,0.8,0.7,-0.7
TRHR agonist,-0.5,-0.5,-0.3,-0.1,-0.3,0.2,1.0,0.2
D1 agonist,2,0,6,18,2,2,9,6
D2 antag,.,-27,8,-14,31*,-5,.,2

# Shown bar-delimited: 4 of the compounds above.
No. | smiles | D1 PAM | RXFP1 antag | TRHR enhancer | D2 potentiator | D1 antag | D2 agonist | TRHR agonist | D1 agonist | D2 antag
13 | Cc1noc(N)c1C1(O)C(=O)Nc2c(Cl)cc(Cl)cc21 (configuration not stated) | 0 | -4 | 26 | 5 | 9 | 0.7 | 0.1 | 3 | -3
14 | CCOC(=O)Cc1csc(NC(=O)c2ccc(S(=O)(=O)N3CCCC3)cc2)n1 | -5 | -23 | -3 | -5 | -11 | 0.3 | 0.8 | 17 | -10
15 | Cc1ccc(C(=O)/C=C/c2ccc(-c3ccc(C)cc3)o2)cc1 | -1 | -31 | -2 | -1 | 1 | 1.9 | 0.5 | 7 | 1
16 | C=C(C)CSC1=C(C#N)C(c2ccccc2Cl)CC(=O)N1 (configuration not stated) | 3 | 2 | 3 | -9 | -26 | 1.3 | -0.1 | 3 | -4

# Remaining list, next part:
(33) COc1cc(/C=N/Nc2nc(=O)[nH]nc2C)ccc1O
(34) CN(C)S(=O)(=O)N1CCN(S(=O)(=O)c2ccccc2)CC1
(35) Cc1ccc(C(=O)Nc2ccon2)cc1S(=O)(=O)N1CCCCCC1
(36) CS(=O)(=O)c1ccc(Cl)c(NC(=O)CN2CCCC2c2ccc3c(c2)OCCCO3)c1 (configuration not stated)
(37) Nc1cc(=O)[nH]n1C1CCCC1
(38) Cc1ccc(Nc2nc3nonc3[nH]c2=O)cc1Cl
(39) CCn1ncc(CN2CCCC(CNC(=O)c3ccc(F)cc3)C2)c1C (configuration not stated)
(40) O=C(N/N=C/c1c[nH]c2ccc(Br)cc12)c1ccn(Cc2ccc(Cl)cc2)n1

Assay by compound,33,34,35,36,37,38,39,40
D1 PAM,-2,-4,-6,-14,-3,-2,3,-4
RXFP1 antag,-2,10,6,1,-10,-18,-2,-16
TRHR enhancer,-5,2,2,46*,-1,1,7,-3
D2 potentiator,-8,7,11,-1,.,1,-8,7
D1 antag,0,-1,-28,-10,5,-18,-1,-1
D2 agonist,0.3,-0.3,0.9,-0.5,.,0.2,0.6,-0.2
TRHR agonist,0.4,0.3,-0.5,-0.5,0.3,0.2,0.4,-0.6
D1 agonist,1,2,4,1,5,4,1,4
D2 antag,-6,-11,2,-6,.,9,3,-11

(41) COc1ccc(OCC(=O)c2c[nH]c3ccccc23)cc1
(42) O=C(CC(=O)c1ccccc1)Nc1cc(C(F)(F)F)ccc1Cl
(43) Cc1scc(C(=O)NNC(=O)CCC(=O)O)c1C
(44) CCOC(=O)c1ccc(N2CCN(c3ccc(F)cc3)CC2)c(NC(=O)Nc2cccc(OC)c2)c1
(45) Nc1nc(SCc2cccc([N+](=O)[O-])c2)n[nH]1
(46) CC(=O)Nc1cc(C(=O)N2CCc3ccccc3C2)ccc1Sc1ccc(Cl)cc1
(47) Cc1ccccc1NC(=S)N(CCCN1CCC(C)CC1)Cc1ccco1
(48) O=C(NCc1ccco1)C1CCN(Cc2ccc(F)cc2)CC1

Assay by compound,41,42,43,44,45,46,47,48
D1 PAM,-8,-4,-3,-1&-5,4,-11,-6,-9
RXFP1 antag,-14,-3,12,2&-15,-3,27,-2,5
TRHR enhancer,2,-7,-1,2&3,0,-4,10,0
D2 potentiator,-10,0,4,-9&7,2,.,-10,-15
D1 antag,-6,-5,10,5&8,-1,-19,8,15
D2 agonist,0.1,0.9,-0.4,0.0&0.0,-0.3,.,1.4,-0.9
TRHR agonist,-1.0,0.2,-1.1,-0.3&0.8,0.2,0.5,0.2,0.1
D1 agonist,4,9,2,-2&0,1,6,-1,3
D2 antag,-19,17,-7,-10,2,.,3,17

(49) CCNC(=S)N1CCN(Cc2ccccc2)CC1
(50) CC(C)c1ccc(NC(=S)NN2C(C)CCCC2C)cc1 (configuration not stated)
(51) Cc1nc(-c2cccc(F)c2)sc1CCNC(=O)c1c(F)cccc1Cl
(52) CCC(CO)NCc1cc(OC)c(OCC(=O)NCCc2ccccc2)cc1Br (configuration not stated)
(53) COc1ccc(NC(=O)CNc2cc(S(=O)(=O)N3CCOCC3)ccc2NCC2CCCO2)cc1 (configuration not stated)
(54) Cc1ccc(CN2CCN(Cc3ccccn3)CC2CCO)cc1 (configuration not stated)

Assay by compound,49,50,51,52,53,54
D1 PAM,-5,8,0,-4,5,-1
RXFP1 antag,-10,-3,-15,12,1,-6
TRHR enhancer,7,-6,3,7,5,2
D2 potentiator,10,-2,8,.,2,0
D1 antag,-6,21,-25,1,12,5
D2 agonist,3.4,0.8,-1.5,.,0.6,1.3
TRHR agonist,0.7,0.5,-0.4,-0.3,-1.1,0.3
D1 agonist,4,2,3,4,0,0
D2 antag,6,-15,.,.,-10,4
